# ssDAF-12 act: activators of S. stercoralis DAF-12 nuclear receptor; HEK293 ssDAF-12/GRIP1 lit1-tk-luc reporter, luminescence; % of 3 µM dafachronic acid response; activation, % at 6.8 µM; 1% of 370,000 active; AID 652126;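 active = activation above the mean over all tested compounds plus 3 SD, cut at about 0.9% in these data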;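 also: 0% = DMSO-only wells and 100% = 3 µM delta7-dafachronic acid wells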
# hgDAF12 agonist: activates the H. glycines DAF-12 receptor ligand-binding domain; 1.8% of 370,000 active; activation, % at 6.8 µM; HEK293 GAL4-hgDAF12 UAS-luciferase reporter, agonist luminescence; normalized to butyrate control; AID 687014;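 active = activation above a cutoff set at the mean of all screened compounds plus 3 SD, cut at about 10% in these data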;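 also: 0% = DMSO wells and 100% = sodium butyrate wells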
# ADAM17 inh: ADAM17 inhibition, QFRET primary screen | recombinant ADAM17, EDANS/DABCYL FRET peptide cleavage | inhibition, % at 6.95 µM | 0.83% of 370,000 active | AID 720648;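 active = inhibition above the mean of compounds lying between control limits plus 3 SD, set per campaign, cut at about 8.5% in these data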;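 also: 0% = DMSO-only wells as the low control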
# SMARCA2 activ: activators of SMARCA2 function. activation, % at 9.1 µM. AID 652017. MG213 cells, MMTV-luciferase reporter, dexamethasone, overnight. 1% of 370,000 active; in the data active = activation above about 7.8%;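 also: 0% = vehicle wells and 100% = reference activator wells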
# GAA850 FXN act: increases GAA850 frataxin promoter reporter activity | HEK293 lucGAA850 FXN promoter luciferase reporter, 24 h; percent of 10 µM SAHA response | activation, % at 6 µM | 0.56% of 360,000 active | AID 540364;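 active = activation above the average of all compounds screened plus 3 SD, cutoff fixed separately per campaign, cut at about 7.5% in these data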;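 also: 0% = DMSO wells and 100% = 10 µM SAHA wells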
# PG9 binder: small molecules binding HIV-1 gp120 antibody PG9 | 0.43% of 360,000 active | AID 624416 | inhibition, % at 6.7 µM | TR-FRET gp120-PG9 antibody binding; in the data active = inhibition above about 8.5%
# ADAM10 inh: inhibits human ADAM10; inhibition, % at 7 µM; recombinant ADAM10, EDANS/DABCYL FRET peptide cleavage, 3 h; AID 720582; O14672; 0.62% of 370,000 active;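 active = inhibition above a per-campaign cutoff equal to the mean of compounds falling between control-based bounds plus 3 SD, cut at about 20% in these data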;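 also: 0% = DMSO wells while the 100% control is not disclosed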
# Target sequence (O14672 214-748 limits assumed): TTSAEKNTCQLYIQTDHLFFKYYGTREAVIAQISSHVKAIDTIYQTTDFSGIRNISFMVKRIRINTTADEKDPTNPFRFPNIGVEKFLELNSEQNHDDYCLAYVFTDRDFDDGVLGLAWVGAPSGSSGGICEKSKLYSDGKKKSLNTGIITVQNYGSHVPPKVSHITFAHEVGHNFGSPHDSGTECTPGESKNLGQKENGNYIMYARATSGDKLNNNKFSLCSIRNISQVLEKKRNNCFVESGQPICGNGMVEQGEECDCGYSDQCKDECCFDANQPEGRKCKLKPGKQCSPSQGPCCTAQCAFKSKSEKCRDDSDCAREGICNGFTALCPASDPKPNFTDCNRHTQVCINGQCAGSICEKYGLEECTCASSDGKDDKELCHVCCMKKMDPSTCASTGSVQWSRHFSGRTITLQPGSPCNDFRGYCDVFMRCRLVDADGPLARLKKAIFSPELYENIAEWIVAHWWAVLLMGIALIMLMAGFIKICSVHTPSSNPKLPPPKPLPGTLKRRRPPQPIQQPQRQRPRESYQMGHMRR
# DAX1 inh-1: inhibitors of DAX1 repression of SF-1 activated StAR promoter; 1.1% of 370,000 active; AID 652010; inhibition, % at 6.8 µM; HEK293T StAR-luciferase reporter, SF-1/DAX-1 repression relief;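 active = inhibition above the mean over all tested compounds plus 3 SD, cut at about 3.6% in these data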;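 also: 0% = DAX-1 cells with DMSO and 100% = cells lacking DAX-1 with DMSO; higher inhibition means more luminescence from relief of DAX-1 repression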
# hcDAF12 agonist: activates DAF-12 receptor from parasite H. contortus. HEK293 hcDAF-12 lit1-tk-luc reporter, luminescence; 0% DMSO, 100% Δ7-dafachronic acid. activation, % at 6.8 µM. 1.4% of 370,000 active. AID 652067;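 active = activation above the mean of all tested compounds plus 3 SD, cut at about 5.5% in these data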;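 also: 100% = response to 3 µM Δ7-dafachronic acid high control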
# DAX1 inh-2: inhibitors of human orphan nuclear receptor DAX1 (NR0B1); P51843; HEK293 Gal4-DAX1 luciferase reporter, luminescence; inhibition, % at 6.75 µM; 0.99% of 340,000 active; AID 504766;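 active = inhibition above the mean over all tested compounds plus 3 SD, cut at about 4.2% in these data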;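 also: 0% = DAX1-transfected cells with DMSO and 100% = empty-vector control cells with DMSO; inhibition shows as a rise in luminescence from relieved DAX1 repression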
# Target sequence (P51843 207-470 limits assumed): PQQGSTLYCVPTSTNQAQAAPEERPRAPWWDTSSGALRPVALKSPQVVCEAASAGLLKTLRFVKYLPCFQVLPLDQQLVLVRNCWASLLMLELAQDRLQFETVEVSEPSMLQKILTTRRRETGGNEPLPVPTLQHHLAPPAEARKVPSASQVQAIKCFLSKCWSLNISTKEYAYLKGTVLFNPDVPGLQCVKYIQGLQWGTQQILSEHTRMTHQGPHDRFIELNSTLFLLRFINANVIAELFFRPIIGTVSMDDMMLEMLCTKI
# GC-A act: GC-A (human) enzyme activation. P16066. HEK293 GC-A cells, cGMP TR-FRET, EC30 ANP; 0% at EC30 ANP, 100% saturating ANP. 0.14% of 370,000 active. activation, % at 10 µM; in the data active = activation above about 40%
# * hit, by the source's call; i = inactive; . = no result given.
SMILES,ssDAF-12 act,hgDAF12 agonist,ADAM17 inh,SMARCA2 activ,GAA850 FXN act,PG9 binder,ADAM10 inh,DAX1 inh-1,hcDAF12 agonist,DAX1 inh-2,GC-A act
COc1cc(C(=O)NCCC(=O)NCc2ccc3c(c2)OCO3)cc(OC)c1OC,-1.3,2.3,-1,-3,1.4,-0.6,-7,-0.2,0.4,0.3,-6
CN(Cc1cnn(C)c1)C(=O)c1ccc(OC2CCN(CCc3ccccc3)CC2)cc1,-2.1,-3.7,-3,-1,-0.2,-1.2,0,-0.2,-3.9,0.1,4
COC(C(=O)Nc1ccnn1C1CCN(C(=O)c2ccc(C)cc2)CC1)c1ccccc1 (stereo not drawn),-0.2,-1.6,1,-1,-1.4,-2.5,-1,0.2,-0.5,0.8,4
Cc1ccc(-c2nc(N=Nc3ccc(O)cc3)n[nH]2)cc1,-1.6,11*,3,3,0.8,-6.0,1,2.7,0.4,-1.4,-3
COc1ccccc1-n1c(C)c(C(=O)O)c2cc(OC)c3ccccc3c21,-1.5,-0.2,-54,-1,0.0,-0.5,-159,0.6,-1.1,0.4,-12
O=C(NCc1ccco1)c1cc2n(n1)C(C(F)(F)F)CC(c1ccc(Br)cc1)N2 (stereo not drawn),-1.7,-0.6,-3,-3,0.9,0.8,-6,-1.9,-2.0,-0.8,7
CC1(C)CC[C@]2(C(=O)n3ccnc3)CC[C@]3(C)[C@H](C(=O)C=C4[C@@]5(C)C=C(C#N)C(=O)C(C)(C)[C@@H]5CC[C@]43C)[C@@H]2C1,-0.7,-2.2,-2,0,-12,-1.5,4,-1.2,-2.4,-0.1,6
O=c1oc2ccccc2c(N2CCCC2)c1CN1CCCC1,-0.7,-1.6,-8,2,-0.6,-2.2,-19,-1.1,0.6,-0.1,-5
COc1cc(/C=C/c2nc(-c3ccccc3O)n[nH]2)cc(OC)c1OC,-2.2,0.7,-6,-2,4.7,0.4,-24,-0.8,-2.9,-1.9,-6
CN(C(=O)c1cccc(NC(=O)c2cccs2)c1)c1ccccc1,-0.8,-4.0,3,-2,1.2,0.5,6,1.1,-1.3,-0.1,-1
CCNC(=O)/C(C#N)=C/c1c(N2CC(C)OC(C)C2)nc2ccccn2c1=O (stereo not drawn),-1.3,0.6,-182,-5,0.8,-1.3,i,0.0,-1.6,-0.1,7
CNC(=O)CSc1nnc(-c2ccco2)n1-c1cccc(C)c1,-0.6,0.4,0,-1,3.4,-0.6,0,0.2,-1.2,0.0,2
CCc1ccc(C(=O)COC(=O)CNC(=O)CNC(=O)Cc2ccccc2)cc1,-1.1,0.6,1,1,-1.8,-1.4,7,0.1,-2.1,1.0,6
COc1ccc(C(=O)N2CCN(Cc3ccccc3[N+](=O)[O-])CC2)cc1,-1.1,-2.3,-3,2,0.5,1.9,3,-0.5,-0.9,0.5,-1
CC(=O)N1CCN(c2cc(-c3ccccc3)nc3cc(-c4cccc(Cl)c4)nn23)CC1,-1.4,0.2,-23,-4,-1.4,1.0,-104,-1.4,0.3,0.2,-6
COc1ccc(-n2nnnc2C(CCSC)N2CCN(C/C=C/c3ccccc3)CC2)cc1 (stereo not drawn),-1.0,-1.0,-3,-3,.,-0.1,-6,-0.7,-1.8,.,1
O=C1NC(=S)N(c2cccc(Cl)c2)C12CCCCC2,-1.4,2.5,0,-4,0.7,-0.6,8,0.2,2.0,-1.9,-3
CCOc1ccc(Cl)cc1-c1cc(C(=O)NCCc2ccncc2)[nH]n1,-1.2,-2.5,-3,0,0.0,-0.3,-4,-0.6,-0.4,.,24
CCn1c(C(C)NS(=O)(=O)c2ccc(Cl)cc2)n[nH]c1=S (stereo not drawn),-0.7,0.4,-30,-1,0.8,-2.4,-8,-0.9,0.3,0.2,-1
Cc1ccc(-n2nc3c(c2NC(=O)CC(C)C)CS(=O)(=O)C3)c(C)c1,-0.7,-0.7,-5,1,3.3,1.1,-1,0.6,1.2,1.3,0
CSc1ccc(CN(C)Cc2nc3cc(C(F)(F)F)ccc3c(=O)[nH]2)cc1,-1.6,0.8,-2,-1,-0.5,0.2,8,-0.5,0.2,-0.3,-4
CC(=O)Nc1ccc(CN2CCN(CC=C(C)C)C(CCO)C2)cc1 (stereo not drawn),-0.8,2.5,0,0,-0.7,0.8,0,-0.1,-1.0,1.2,4
Cc1nn(C(C)C(=O)NCC2CCCO2)c(C)c1[N+](=O)[O-] (stereo not drawn),-1.4,2.1,-3,-1,1.0,0.3,1,0.0,-1.4,0.3,6
CCOC(=O)C1=NN(C(=O)COc2ccccc2)C(O)(c2ccc(Cl)cc2)C1 (stereo not drawn),-1.4,9.0,-1,-2,0.0,2.2,-1,0.3,-0.5,3.1,2
Cc1c(Cl)cnc(NC(=O)CSc2nnc3ccccn23)c1Cl,-0.5,4.6,-4,4,0.8,0.0,-15,0.7,1.0,-0.3,4
CCCn1c(C)cc(C)c(C#N)c1=O,-1.4,2.0,-5,-3,0.1,-0.5,-17,0.2,-1.1,1.2,3
CCc1c(C)sc2nc(SCC(=O)Nc3cc(C)on3)n(CCOC)c(=O)c12,-1.1,-0.9,-1,-1,-1.2,-2.5,10,-0.7,0.3,0.6,9
Clc1cccc(-c2cc3nc4c(c(N5CCOCC5)n3n2)CCCC4)c1,-1.3,5.2,-13,3,4.8,2.7,-28,3.2,-0.5,-0.8,1
Cc1ccc(NC(=S)NC(C)CCc2ccccc2)cc1C (stereo not drawn),-1.3,2.0,0,-3,5.8,-1.6,3,-0.6,-0.3,1.0,-3
COc1ccc(N2CCN(C(=O)COC(=O)COc3cccc(C(F)(F)F)c3)CC2)cc1,-0.9,-2.4,2,6,-0.8,-1.7,1,-3.0,2.2,-0.5,2
COc1cc(OC)cc(C(=O)Nc2cccc(N3CCCC3)c2)c1,-2.1,2.5,3,0,0.0,-2.0,-1,0.1,-2.2,-0.4,-2
C[C@H](CO)N1C[C@H](C)[C@H](CN(C)S(=O)(=O)c2ccccc2)OCc2ccccc2-c2c(n(C)c3ccccc23)C1=O,-1.1,6.6,-3,-1,0.6,-0.8,-1,1.4,-0.6,0.2,0
COc1ccccc1OCc1ccc(C(=O)c2ccccc2)cc1,-1.2,2.9,0,0,0.8,-0.2,2,-0.1,0.0,0.3,0
COc1ccc(C(=O)NCC(=O)OCC(=O)c2ccc3c(c2)NC(=O)CO3)cc1OC,-1.3,-3.2,-3,-3,2.0,0.0,8,-0.3,-2.1,.,-3
O=C(NCc1cccnc1)c1sc2ccccc2c1Cl,-0.9,0.3,0,-2,1.5,3.1,-5,-0.4,-0.9,1.4,1
CCOc1ccc(S(=O)(=O)N2CCCCC2)cc1NC(=O)Cc1cc(OC)c(OC)c(OC)c1,-1.8,0.2,1,-1,-0.2,0.1,0,-0.7,2.1,1.0,4
C=CCSc1nc(C)c(CC(=C)C)c(=O)[nH]1,-1.6,-1.7,2,-2,2.1,-2.1,-2,0.2,0.8,-0.5,3
CCC(C(=O)Nc1cccc(S(=O)(=O)N(C)c2ccccc2)c1)c1ccccc1 (stereo not drawn),-1.1,2.1,9.3*,-4,-0.3,0.6,18,-0.8,-2.1,-0.5,-1
O=C(N/N=C/c1ccc(F)c(F)c1)c1cccc(S(=O)(=O)N2CCCCC2)c1,-1.1,1.1,-6,-3,0.6,0.2,-4,1.1,-1.7,0.2,-1
NC(=O)c1ccc(S(=O)(=O)N2CCSCC2)cc1,-0.1,1.1,4,-3,0.5,2.2,14,0.5,-0.7,1.6,2
Cn1c(SCc2ccc(F)cc2)nnc1-c1ccccn1,-1.0,10,0,3,1.9,0.5,5,1.4,0.6,1.1,1
Cc1nc(C)c(-c2ccc(SCC(=O)Nc3ccccc3)nn2)s1,-1.7,-5.2,5,-3,0.0,0.0,-4,-2.4,-3.6,-0.3,2
O=S(=O)(c1ccc(Cl)cc1)N1CCC(N2CCCCCC2)CC1,-0.5,0.2,0,1,2.2,-3.0,2,0.9,-0.8,-2.4,-4
CCOC(=O)Cn1cc(/C=N/NC(=O)c2ccc(C#N)cc2F)c2ccccc21,-1.0,2.1,-1,0,3.5,-0.9,5,-0.3,-0.3,-0.7,12
Cc1ccc(NC(=O)CCCn2c(=O)oc3ccccc32)c(O)c1,-1.3,0.6,-2,0,2.9,0.2,-7,-0.1,0.4,0.1,2
COc1ccc(CN(C)C[C@@H]2OCCCC[C@H](C)Oc3ccc(NC(=O)Nc4ccc(F)cc4)cc3C(=O)N([C@H](C)CO)C[C@H]2C)cc1,-0.8,1.6,5,0,0.1,-1.3,2,-0.1,-0.2,1.5,0
O=[N+]([O-])c1cccc(Nc2c([N+](=O)[O-])ccc3nonc23)c1,-1.0,3.6,-3,1,4.3,-1.4,8,-0.1,-1.0,-0.9,-2
C/C(CC(=O)Nc1cccnc1)=N\NC(=O)C(=O)Nc1cccc(C)c1,-1.0,1.2,-3,-3,1.0,-1.2,1,0.4,-2.9,-0.2,-2
Cc1sc(NC(=O)C2CCCCC2C(=O)O)c(C(N)=O)c1-c1ccc(C(C)(C)C)cc1 (stereo not drawn),-0.4,0.5,-3,0,0.6,0.6,-1,1.2,0.1,0.4,-3
C=CCN(CC=C)S(=O)(=O)c1ccc(C(=O)Nc2nnc(COC)o2)cc1,0.0,4.5,0,0,-3.3,-0.3,3,-0.4,4.8,0.7,4
Cc1c(NC(=S)N/N=C/c2cc([N+](=O)[O-])ccc2O)c(=O)n(-c2ccccc2)n1C,-0.9,0.9,2,-5,-5.2,-4.5,2,-0.2,-0.6,1.8,-1
C=CCOc1ccc(C2NC(=O)c3ccccc3O2)cc1OCC (stereo not drawn),-1.1,3.5,-22,-1,0.1,1.0,-63,0.1,-0.5,-1.0,-8
CCN1CCN(C(CNS(=O)(=O)c2ccccc2)c2cccnc2)CC1 (stereo not drawn),-1.1,1.3,-2,0,-1.5,2.7,1,1.7,-0.6,1.8,3
C=CCNc1nnnc2c1sc1nc(N3CCOCC3)c3c(c12)CCCC3,-1.4,-2.6,-3,-5,1.0,-0.3,-9,-0.5,-2.1,-2.3,50*
C/C(=N/Nc1ccc(F)cc1)c1ccc(Cl)s1,-0.3,-1.1,-3,-1,0.1,-1.6,-12,0.1,3.2,1.1,3
O=C(NCC(c1ccccc1)c1ccccc1)[C@H](Cc1c[nH]c2ccccc12)NC1(C(=O)NC2CCCCC2)CCCCCC1,-2.1,-1.0,-5,.,.,.,-8,.,0.3,.,-8
C[C@H]1CN([C@@H](C)CO)C(=O)CCCn2cc(nn2)CO[C@@H]1CN(C)C(=O)Nc1cccc(F)c1,-0.7,-1.9,-4,-5,0.2,1.2,-13,0.0,-0.1,-0.1,-2

# Screening results deposited in PubChem BioAssay by several laboratories.
